Assay outcomes as filed in PubChem BioAssay.
PAFAH1B3 inh: blocks human PAF acetylhydrolase 1B catalytic subunit 3. AID 492972. recombinant PAFAH1B3, FP-rhodamine probe, fluorescence polarization. 0.28% of 340,000 active. Q15102. inhibition, % at 3.39 µM;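 active = inhibition above the screen-wide average of all tested compounds plus 3 SD, cut at about 25% in these data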;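 also: 0% = enzyme with DMSO only and 100% = wells lacking PAFAH1B3 protein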
Target sequence (Q15102 whole entry, looked up): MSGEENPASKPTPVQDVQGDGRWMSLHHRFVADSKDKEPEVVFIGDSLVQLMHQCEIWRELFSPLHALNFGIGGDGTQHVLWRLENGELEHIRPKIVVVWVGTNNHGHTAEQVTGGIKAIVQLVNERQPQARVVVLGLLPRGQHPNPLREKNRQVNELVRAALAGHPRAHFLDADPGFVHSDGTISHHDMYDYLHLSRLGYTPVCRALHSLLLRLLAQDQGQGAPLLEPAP
pPAFAH FP inh: inhibitors of human plasma PAF acetylhydrolase (pPAFAH) | recombinant pPAFAH, FP-rhodamine probe fluorescence polarization | inhibition, % at 3.39 µM | 1.5% of 330,000 active;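 active = inhibition above the mean inhibition across the screen plus 3 SD, cut at about 25% in these data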;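 also: inhibitors block binding of the rhodamine activity-based probe so polarization drops; 0% = enzyme with DMSO and 100% = wells lacking pPAFAH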
Target sequence (Q13093 whole entry, looked up): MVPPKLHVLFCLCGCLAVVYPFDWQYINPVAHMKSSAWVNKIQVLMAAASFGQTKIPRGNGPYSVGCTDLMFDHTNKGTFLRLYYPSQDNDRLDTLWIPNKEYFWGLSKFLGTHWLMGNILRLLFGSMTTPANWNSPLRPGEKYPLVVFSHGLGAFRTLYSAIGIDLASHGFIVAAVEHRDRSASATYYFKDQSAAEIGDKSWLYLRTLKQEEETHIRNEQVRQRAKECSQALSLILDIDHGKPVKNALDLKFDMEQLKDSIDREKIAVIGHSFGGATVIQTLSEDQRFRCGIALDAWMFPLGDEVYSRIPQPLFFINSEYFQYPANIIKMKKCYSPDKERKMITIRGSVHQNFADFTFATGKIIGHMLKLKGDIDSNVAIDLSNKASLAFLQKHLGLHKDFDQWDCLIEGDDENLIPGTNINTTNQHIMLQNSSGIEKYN
PAFAH1B2 FP inh: blocks human PAF acetylhydrolase 1b catalytic subunit 2 | P68402 | recombinant PAFAH1B2, FP-rhodamine activity probe, fluorescence polarization | inhibition, % at 3.39 µM | 1.2% of 340,000 active | AID 492953;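 active = inhibition above the mean of all tested compounds plus 3 SD, cut at about 24% in these data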;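 also: 0% = enzyme with DMSO and 100% = wells lacking PAFAH1B2; many of its hits are not listed in these tables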
LYPLA2 counter: LYPLA2 (human) inhibition in PME1 counter-screen. O95372. recombinant LYPLA2, FP-Rh probe fluorescence polarization. AID 2177. 0.38% of 320,000 active. inhibition, % at 5.9 µM;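 active = inhibition above the screen-wide mean plus 3 SD, limit set per campaign, cut at about 26% in these data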;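 also: 0% = LYPLA2 with DMSO and 100% = wells lacking LYPLA2 enzyme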
GSTO1 inh: blocks human GSTO1 in RBBP9 counter-screen. recombinant GSTO1, activity-based probe fluorescence polarization. inhibition, % at 5.96 µM. 1.1% of 300,000 active;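 active = inhibition above the campaign mean inhibition plus 3 SD, cut at about 35% in these data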;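 also: 0% = GSTO1-1 with DMSO and 100% = wells lacking GSTO1-1 enzyme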
PAD4 inh: inhibitors of human PAD4; AID 485272; Q9UM07; recombinant PAD4, RCA probe fluorescence polarization; inhibition, % at 6.36 µM; 0.41% of 330,000 active;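 active = percent inhibition above a cutoff equal to the mean of all tested compounds plus 3 SD, cut at about 15% in these data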;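 also: 0% = PAD4 with RCA probe and DMSO and 100% = probe without PAD4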
PME-1 inh: blocks human protein phosphatase methylesterase 1 | AID 2130 | inhibition, % at 5.9 µM | 0.53% of 320,000 active | recombinant PME-1, FP-Rh probe fluorescence polarization | Q9Y570;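 active = inhibition above the campaign mean of all compounds plus 3 SD, cut at about 26% in these data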;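 also: competitive labeling of PME-1 active site by serine hydrolase directed probe; 0% = PME-1 with DMSO and 100% = wells lacking PME-1 enzyme; inhibitors block probe labeling so polarization falls and inhibition rises; many of its hits are not listed in these tables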
PAFAH2 FP inh: PAFAH2 (human) inhibition; Q99487; recombinant PAFAH2, FP-rhodamine activity probe, fluorescence polarization; inhibition, % at 3.39 µM; 0.99% of 340,000 active; AID 492956;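 active = inhibition above the mean over all tested compounds plus 3 SD, cut at about 30% in these data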;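 also: inhibitors block probe labeling of enzyme so polarization drops; 0% = enzyme with DMSO and 100% = wells lacking PAFAH2 protein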
LYPLA1 inh: blocks human lysophospholipase 1, a PME1 counter-screen. recombinant LYPLA1, FP-Rh probe fluorescence polarization. inhibition, % at 5.9 µM. O75608. 0.16% of 320,000 active;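 active = inhibition above the mean of all tested compounds plus 3 SD, set per campaign, cut at about 14% in these data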;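 also: inhibitors block serine hydrolase probe labeling of LYPLA1 so polarization falls; 0% = enzyme with DMSO and 100% = wells lacking LYPLA1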
Target sequence (O75608 whole entry, looked up): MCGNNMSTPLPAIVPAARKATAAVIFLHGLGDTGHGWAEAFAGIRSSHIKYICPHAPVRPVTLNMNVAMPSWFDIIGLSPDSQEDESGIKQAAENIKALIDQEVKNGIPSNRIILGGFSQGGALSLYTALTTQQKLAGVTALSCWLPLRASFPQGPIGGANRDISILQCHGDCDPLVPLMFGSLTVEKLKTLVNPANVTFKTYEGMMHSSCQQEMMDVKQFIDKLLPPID
Numbers without * were called inactive; x = no result given. Only part of the results is shown; the hit share may differ from the screen's.

smiles	PAFAH1B3 inh	pPAFAH FP inh	PAFAH1B2 FP inh	LYPLA2 counter	GSTO1 inh	PAD4 inh	PME-1 inh	PAFAH2 FP inh	LYPLA1 inh
Cc1c(Cl)cccc1NC(=S)N=Nc1c(O)n(CN2CCOCC2)c2ccccc12	8.2	10.8	1.9	-4.0	-4.1	-7.7	0.2	4.7	-4.2
COc1ccc(S(=O)(=O)N2CCC(C(=O)NC3CC3)CC2)cc1Cl	-8.5	2.3	-1.6	3.7	-0.8	-3.1	-5.8	-3.1	1.3
[O-][n+]1cccc2ncc3cscc3c21	3.9	1.6	0.2	2.3	1.9	-2.3	2.3	6.3	-3.2
O=C1NCCCC1C(=O)N/N=C/c1ccccc1[N+](=O)[O-] (stereo not given)	1.8	0.8	5.9	-2.6	9.7	2.1	-6.9	0.8	-1.5
CCSc1nnc2nc3[nH]c4c(C)cccc4c3nn12	x	1.5	x	-6.6	-6.8	3.5	4.2	x	1.1
CC(C)Oc1ccc(C(=O)Nc2ccc(C(F)(F)F)n(C)c2=O)cc1	2.2	2.6	0.7	-3.7	1.8	1.6	0.7	-0.2	-3.0
O=[N+]([O-])c1ccc(-[n+]2ccc3ccccc3c2)c([N+](=O)[O-])c1	-32.0	4.7	2.7	1.7	12.1	-3.5	-0.8	0.3	-5.4
Cc1ccc(S(=O)(=O)N2CCC(c3nnc(SCCN4CCCC4)n3C)CC2)cc1	-3.6	2.4	6.5	2.6	-2.7	1.7	1.7	4.6	-1.1
Cn1c(SCC(=O)NC2CC2)nnc1-c1ccccc1Cl	5.8	5.4	6.0	-1.1	0.1	-1.6	6.1	3.2	1.7
CCC(C(=O)NC(C)(C)C)N(Cc1cccs1)C(=O)CNS(=O)(=O)c1ccccc1 (stereo not given)	-0.5	8.1	8.0	3.1	-2.2	-0.8	8.8	7.3	3.2
CCN1CCN(c2nnc(-c3ccc(C)cc3)c3ccccc23)CC1	7.1	-1.8	-5.5	0.3	0.2	-1.5	4.0	2.2	5.1
CCCCC(=O)Nc1ccc(Cl)cn1	2.7	-1.1	1.3	-5.8	-0.9	2.5	0.3	-1.3	0.8
O=C1S/C(=C\C=C\c2ccco2)C(=O)N1c1ccccc1	-3.4	25.8*	-2.9	1.1	2.5	-6.6	-6.1	5.9	-5.5
COc1ccc(-c2csc(NC(=O)CSCC(=O)Nc3cc(C)on3)n2)c(OC)c1	6.5	1.9	10.2	8.3	2.1	3.0	1.3	3.9	0.1
Cc1cccnc1NC(=O)CCC(=O)c1cccs1	2.6	10.2	2.7	1.2	x	-1.8	5.5	-1.9	2.4
CCn1c(=O)c(=O)[nH]c2cc(C(=O)NC3CCCc4ccccc43)ccc21 (stereo not given)	-23.8	-5.6	-28.1	-32.2	-49.2	-45.3	-40.0	-21.8	-20.1
Cc1noc(C)c1COC(=O)c1ccc(F)c(S(=O)(=O)N2CCCCC2)c1	7.7	1.0	-0.4	6.2	-1.3	-2.1	1.8	-7.0	2.1
O=[n+]1c2c(n([O-])c3c1CCCC3)CCCCC2	3.0	1.2	0.1	4.7	3.6	2.9	1.1	-3.5	1.4
CN(C)c1cc(-c2ccc(Cl)c(Cl)c2)oc(=O)c1Cl	5.5	1.3	1.8	3.2	7.7	-1.1	-6.4	10.0	-2.3
Nc1cc(N)nc(CS)n1	7.3	0.5	-0.1	-1.7	-9.5	0.3	7.2	3.4	-1.9
COc1cc(OC)cc(N2CC(C)(C)C2=O)c1	x	2.3	x	-6.7	6.4	0.6	1.1	x	-1.7
Cc1ccc(S(=O)(=O)NCC(c2cccnc2)N(C)C)cc1 (stereo not given)	-2.8	4.9	2.5	7.8	-3.6	-6.5	-2.5	-5.1	2.1
COc1ccc(N2CCN(C(=O)CN(Cc3ccc(Cl)cc3)S(C)(=O)=O)CC2)cc1	3.5	6.5	1.3	-4.0	-2.5	-3.1	-3.6	-2.2	-1.1
COc1ccccc1-c1nnc(NC(=O)C(C)C)s1	-0.9	-0.3	-1.4	9.6	-2.7	-3.1	0.2	1.9	5.3

5 entries from above, sorted by molecular weight, falling:
smiles	PAFAH1B3 inh	pPAFAH FP inh	PAFAH1B2 FP inh	LYPLA2 counter	GSTO1 inh	PAD4 inh	PME-1 inh	PAFAH2 FP inh	LYPLA1 inh
COc1ccc(N2CCN(C(=O)CN(Cc3ccc(Cl)cc3)S(C)(=O)=O)CC2)cc1	3.5	6.5	1.3	-4.0	-2.5	-3.1	-3.6	-2.2	-1.1
Cc1noc(C)c1COC(=O)c1ccc(F)c(S(=O)(=O)N2CCCCC2)c1	7.7	1.0	-0.4	6.2	-1.3	-2.1	1.8	-7.0	2.1
CN(C)c1cc(-c2ccc(Cl)c(Cl)c2)oc(=O)c1Cl	5.5	1.3	1.8	3.2	7.7	-1.1	-6.4	10.0	-2.3
COc1ccccc1-c1nnc(NC(=O)C(C)C)s1	-0.9	-0.3	-1.4	9.6	-2.7	-3.1	0.2	1.9	5.3
O=[n+]1c2c(n([O-])c3c1CCCC3)CCCCC2	3.0	1.2	0.1	4.7	3.6	2.9	1.1	-3.5	1.4

Next compounds follow.
smiles	PAFAH1B3 inh	pPAFAH FP inh	PAFAH1B2 FP inh	LYPLA2 counter	GSTO1 inh	PAD4 inh	PME-1 inh	PAFAH2 FP inh	LYPLA1 inh
O=C(CSc1n[nH]c(=O)n1-c1ccccc1)N1CCOCC1	-3.3	-2.2	1.5	3.1	-4.8	1.4	2.0	1.9	3.8
C=CCOc1ccc(Br)cc1CNCC	0.5	2.4	5.0	2.3	5.5	-2.2	2.0	3.2	1.8
Cn1c(SCC(=O)NC2CCCCC2)nnc1-c1ccccn1	4.3	-3.0	-0.4	1.5	5.6	-0.4	0.1	1.1	-0.3
Cn1c(=O)n(C/C=C/c2ccccc2)c(=O)c2c1nc1n2CCCN1Cc1ccccc1	-0.7	10.5	0.5	6.8	5.9	-1.8	10.5	-0.9	1.4
CCCCN(C)C(=O)C1CCN(Cc2ccc(OCc3ccccc3)cc2)CC1	0.5	6.1	0.9	0.8	-10.2	-0.6	-0.8	-6.0	2.2
COc1ccc(N2CC(C(=O)Nc3cccnc3)CC2=O)cc1 (stereo not given)	2.6	-1.1	2.1	-2.4	-1.5	1.3	-1.1	-8.6	0.5
Cc1[nH]c2ccccc2c1C(=O)C(=O)Nc1ccc2c(c1)OCCO2	3.1	3.4	-4.1	-4.3	1.7	-2.3	-4.8	-10.7	-5.3
O=C(COc1ccccc1F)Nc1cc(S(=O)(=O)N2CCOCC2)ccc1N1CCOCC1	1.0	4.7	-2.2	0.5	-4.1	0.9	-2.0	1.0	-0.9
Cc1ccc(N(C)C(=O)N2CCN(S(=O)(=O)c3ccc(C)c(C)c3)CC2)cc1	0.1	-0.6	-1.4	-1.2	5.4	2.4	7.0	-2.0	0.5
Cc1nn(C(C)c2nc(-c3ccccc3)no2)c(C)c1[N+](=O)[O-] (stereo not given)	4.5	-2.3	2.6	2.1	1.9	2.9	-2.3	-6.1	0.8
CC(=O)c1cccc(NC(=O)NNC(=O)c2ccc(-c3ccccc3)cc2)c1	-11.6	-2.0	-6.9	-3.6	4.6	-0.2	-3.4	-2.5	-3.8
O=C1Nc2ccc(Br)cc2C12NNc1ccccc1O2 (stereo not given)	27.4*	29.4*	12.1	-10.5	10.7	-5.5	37.8*	14.8	-4.4
COC(=O)C(Cc1ccc(O)cc1)NC(=O)c1ccccc1 (stereo not given)	2.8	7.4	3.1	3.0	3.1	0.2	8.7	-2.8	0.6
CCOc1ccc(C(CC(=O)O)NC(=O)COc2ccccc2OC)cc1OC (stereo not given)	0.1	4.2	4.3	-4.5	5.6	-4.5	0.3	-7.3	-1.2
Nn1cnc2cc3ccccc3cc2c1=O	6.2	3.8	0.1	-0.6	9.4	0.7	0.8	3.2	-0.6
CC(O)c1nc2ccccc2n1CC(=O)N1CCN(c2ccccc2)CC1 (stereo not given)	1.6	2.2	1.1	-3.6	12.1	-2.3	-7.5	3.0	1.1
CC(=O)C(=Nc1cccc(Cl)c1)NNc1ccccc1C	5.5	10.9	-1.7	4.7	14.8	-6.0	7.1	0.7	3.1
COC(=O)c1ccc(NC(=O)Cc2ccc(F)cc2)cc1	-0.5	5.0	1.5	0.9	0.9	-1.5	-3.2	1.5	-2.5
Cc1ccc(S(=O)(=O)NCC(=O)N(CC(=O)NC2CCCCC2)CC2CCCO2)cc1 (stereo not given)	-0.3	3.0	4.4	2.7	2.9	6.0	0.3	3.7	0.2
O=C(O)CC/C(=N\Nc1ccc(Cl)cc1)c1cccs1	6.3	3.8	6.5	8.5	-4.6	2.9	-6.7	-0.4	3.5
Cn1cccc1C(=O)NNC(=O)COc1ccc(C#N)cc1	6.9	-0.6	1.8	6.2	x	0.3	1.1	-0.7	0.1
CC(=O)Nc1nc(CCN2C(=O)c3ccccc3C2=O)cs1	1.2	2.2	6.4	10.1	2.8	-5.8	1.3	7.3	4.8
N#Cc1ccc(OCC(=O)OCC(=O)Nc2ccc(N3CCOCC3)cc2)cc1	6.0	21.0	0.3	-4.8	-3.2	-0.5	-5.0	4.4	2.3
CCOC(=O)C(C)Sc1nc2c(c(=O)[nH]c(=O)n2C)n1C/C=C(/C)Cl (stereo not given)	0.3	1.5	7.0	3.0	9.3	-4.7	1.1	1.9	1.9

6 entries drawn at random from those above:
smiles	PAFAH1B3 inh	pPAFAH FP inh	PAFAH1B2 FP inh	LYPLA2 counter	GSTO1 inh	PAD4 inh	PME-1 inh	PAFAH2 FP inh	LYPLA1 inh
O=[N+]([O-])c1ccc(-[n+]2ccc3ccccc3c2)c([N+](=O)[O-])c1	-32.0	4.7	2.7	1.7	12.1	-3.5	-0.8	0.3	-5.4
CCOC(=O)C(C)Sc1nc2c(c(=O)[nH]c(=O)n2C)n1C/C=C(/C)Cl (stereo not given)	0.3	1.5	7.0	3.0	9.3	-4.7	1.1	1.9	1.9
Nn1cnc2cc3ccccc3cc2c1=O	6.2	3.8	0.1	-0.6	9.4	0.7	0.8	3.2	-0.6
CC(O)c1nc2ccccc2n1CC(=O)N1CCN(c2ccccc2)CC1 (stereo not given)	1.6	2.2	1.1	-3.6	12.1	-2.3	-7.5	3.0	1.1
Cc1cccnc1NC(=O)CCC(=O)c1cccs1	2.6	10.2	2.7	1.2	x	-1.8	5.5	-1.9	2.4
O=C(COc1ccccc1F)Nc1cc(S(=O)(=O)N2CCOCC2)ccc1N1CCOCC1	1.0	4.7	-2.2	0.5	-4.1	0.9	-2.0	1.0	-0.9

The results go on:
smiles	PAFAH1B3 inh	pPAFAH FP inh	PAFAH1B2 FP inh	LYPLA2 counter	GSTO1 inh	PAD4 inh	PME-1 inh	PAFAH2 FP inh	LYPLA1 inh
CCCCCN(C(=O)NC(=O)Nn1cnnc1)S(C)(=O)=O	-1.9	6.7	2.8	6.9	2.1	-0.7	-2.9	-3.0	1.5
CCCOc1ccc(-c2c(C(=O)N/N=C/c3ccncc3)nnn2-c2nonc2N)cc1	-3.3	0.6	-2.4	-3.0	-1.6	-1.6	-11.1	-4.2	-5.4
COc1ccc2ncc(S(=O)(=O)c3ccccc3)c(N3CCN(c4ccccc4)CC3)c2c1	6.8	1.3	0.2	-5.2	-0.9	3.2	-8.9	-3.1	-6.1
COc1ccccc1C(=O)NC(CCSC)C(=O)NCc1ccncc1 (stereo not given)	-2.1	0.1	1.1	-3.1	x	-4.6	1.3	4.2	-1.3
